Bioassay records: PubChem, Sanford-Burnham Center for Chemical Genomics
APJ agonist – agonists of human apelin receptor APJ, primary screen, CHO-K1 cells, PathHunter beta-arrestin, luminescence; P35414; 0% DMSO wells, 100% apelin; activation, % at 20 µM; 0.11% of 330,000 active;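 active means activation more than six SD over the plate average, tested at 20 µM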;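 further: 0% = DMSO alone and 100% = apelin-13 at 10 nM; some results filed as inactive read as strong as hits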
Target sequence (P35414 whole entry, looked up): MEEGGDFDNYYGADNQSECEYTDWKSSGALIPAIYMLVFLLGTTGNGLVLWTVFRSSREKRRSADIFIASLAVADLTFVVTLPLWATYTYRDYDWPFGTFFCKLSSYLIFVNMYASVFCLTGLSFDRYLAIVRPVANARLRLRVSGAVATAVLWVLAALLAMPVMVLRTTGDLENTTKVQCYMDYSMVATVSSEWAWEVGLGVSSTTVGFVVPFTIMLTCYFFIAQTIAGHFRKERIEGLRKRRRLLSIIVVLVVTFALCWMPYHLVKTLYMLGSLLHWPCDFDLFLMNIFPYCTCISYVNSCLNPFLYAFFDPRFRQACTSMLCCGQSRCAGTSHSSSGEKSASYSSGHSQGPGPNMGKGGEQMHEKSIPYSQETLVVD
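Assay system: CHO-K1 cells stably expressing ProLink-tagged human APJ and arrestin–beta-gal acceptor. Compound dosing: 20 µM single point, 1% DMSO. Times: 16-18 h seeding, 90 min dark compound exposure, 60 min detection. Detection: beta-gal luminescence. Evaluation: APJ–arrestin association signal. Controls: negative DMSO alone, positive Apelin-13 at 10 nM.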
tim23-1 inh – growth inhibitors of tim23-1 mutant yeast, primary screen, luminescence, uHTS | S. cerevisiae tim23-1 growth, BacTiter-Glo luminescence, 24 h | AID 463212, 2010 | inhibition, % at 20 µM | 1.3% of 330,000 active;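 active means growth inhibition of the mutant yeast at or above 50%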;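 further: temperature-sensitive mutant grown at 25 °C; plate controls were DMSO-treated mutant yeast for no effect and medium wells lacking yeast for full effect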
tim10-1 inh – growth inhibitors of tim10-1 mutant yeast, primary screen, luminescence, uHTS. AID 463190, 2010. S. cerevisiae tim10-1 ts strain growth, BacTiter-Glo, 24 h. 2.2% of 330,000 active. inhibition, % at 20 µM;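 active means inhibition of at least 40%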;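 further: mutant grown at 25 °C; 0% = DMSO wells with yeast and 100% = wells holding no yeast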
TIM10 inh – growth inhibitors of isogenic TIM10 control yeast, primary screen, counter-screen for tim10-1 yeast inhibitor project, luminescence, uHTS; S. cerevisiae TIM10 strain growth, BacTiter-Glo luminescence, 24 h; inhibition, % at 10 µM; 1.4% of 330,000 active; AID 463195, 2010;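 active means inhibition of 40% or more at the single tested concentration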;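 further: wild-type TIM10 isogenic control strain grown at permissive 25 °C; 0% = DMSO yeast wells and 100% = minimal medium wells without yeast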
NLRP3 yeast inh – NALP3 inflammasome inhibitors in reconstituted yeast, primary screen, luminescence, uHTS; Yeast reconstituted NLRP3/ASC/caspase-1, beta-gal luminescence, 24 h; inhibition, % at 10 µM; 0.39% of 330,000 active; AID 2825, 2010;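 active means inhibition of 50% or more; inactive means inhibition below 50%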;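 further: plate controls were induced DMSO wells for no effect and uninduced yeast grown without galactose for full effect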
beta cell repl – inducers of MIN6 beta-cell proliferation, primary screen, ATP luminescence, uHTS; MIN6 cells proliferation, ATPlite luminescence, 48 h; cells starved in 0.2% serum; 100% = growth in 10% serum; proliferation, % at 10 µM; 0.29% of 330,000 active;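 active means compounds whose signal lies at least 3.5 SD above the mean of all wells on their plate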;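 further: 0% = DMSO-treated cells in low-serum medium and 100% = 10% serum control; some compounds called inactive have numbers as strong as hits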
GRIN3A LBD mod – binders of NR3A ligand-binding domain, primary screen, biophysical, differential scanning fluorimetry, uHTS; Glutamate receptor ionotropic, NMDA 3A (GRIN3A) ligand-binding domain; NR3A LBD differential scanning fluorimetry, Tm shift; 0% = protein alone, 100% = glycine-bound protein; Tm shift relative to glycine control, % at 25 µM; 2.5% of 340,000 active; AID 1259313, 2017;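 active means melting temperature shift of at least 10% of the positive control shift, at one fixed dose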
APJ antag – antagonists of human apelin receptor APJ, primary screen, CHO-K1 cells, beta-arrestin complementation, luminescence | 0.32% of 330,000 active | inhibition, % at 20 µM;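 active means inhibition above about 40% at 20 µM, limit read from the data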;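 further: cells challenged with 10 nM apelin-13 agonist together with compound; plate controls were apelin-13 plus DMSO wells for no effect and DMSO wells lacking apelin-13 for full effect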
MPTP block – mitochondrial permeability transition pore inhibitors, primary screen, biochemical, isolated mouse mitochondria, absorbance | AID 602449, 2012 | inhibition, % at 10 µM | 1.4% of 360,000 active | Ca2+ swelling absorbance, 30 min;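 active means inhibition of 50% or more, scaled per plate between neutral and stimulator controls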;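 further: 0% = DMSO wells given calcium and 100% = 1 mM EGTA wells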
An asterisk follows results filed as active; / = not tested or not shown; & = joins results of further samples.

SMILES	APJ agonist	tim23-1 inh	tim10-1 inh	TIM10 inh	NLRP3 yeast inh	beta cell repl	GRIN3A LBD mod	APJ antag	MPTP block
CCC1CCCCN1C(=O)CCn1ccnc1 (centres undefined)	2	5	-13	-11	9	1	-1	-3	0.4
CC(=O)Nc1cc(C(=O)c2ccccc2)ccc1N1CCOCC1	-5	3	15	4	2	1	2	12	-0.5
COc1ccc(Nc2cc(Cl)nc(N)n2)cc1OC	0	-2	2	-1	17	4	1	-36	-1.4
O=C1NC(Cc2ccc(O)cc2)c2nc3ccccc3c(=O)n2-c2ccccc21 (centres undefined)	2	10	1	-2	19	2	/	11	/
O=C(O)c1ccc([N+](=O)[O-])c2c1C(=O)c1ccccc1C2=O	14	-1	10	-12	8	0	-1	-38	2.0
Cc1ccc(S(=O)(=O)N(C)/N=C/c2ccc(N(C)C)cc2)cc1	-2	1	-2	-9	51*	0	3	11	-0.8
O=C(N/N=C/c1cccn1-c1cccc(C(=O)O)c1)Nc1ccccc1	-3	-4	24	-10	-11	0	-1	6	0.1
CC(=O)c1sc2nc(-c3ccccc3)cc(C)c2c1N	-2	23	15	9	-8	-1	-1	15	0.8
COc1ccc(N2C(=O)CSC23C(=O)N2CCCc4cccc3c42)cc1 (centres undefined)	-2	20	17	5	5	2	-2	5	-0.1
CCOc1cc2[nH]c(=O)n(Cc3ccccc3)c(=O)c2cc1OCC	-1	3	7	4	-14	4	1	-2	0.6
CN1CCN(Cc2c(O)ccc3c2oc(=O)c2ccccc23)CC1	1	-8	-9	-18	-7	0	1	2	-3.3
O=C(CCCn1c(=S)[nH]c2ccsc2c1=O)NC1CCCCC1	-3	4	5	-1	21	2	1	15	0.7
CN1CCN(C(=O)c2ccc(CN(c3ccccc3)S(=O)(=O)c3ccccc3)cc2)CC1	-3	8	13	7	6	0	-1	7	0.6
CCOc1cc(N2CCOCC2)c(OCC)cc1NC(=O)CN1C(=O)C2C3C=CC(C3)C2C1=O (centres undefined)	-3	2	-4	4	-4	4	-1	8	-0.1
Cc1ccccc1C(=O)c1cccn1CC(=O)NCc1ccco1	-3	13	8	5	-20	7	-1	-6	-0.4
O=C(O)[C@H]1CC=C[C@H]2CCN(Cc3ccc(Cl)c(Cl)c3)C(=O)[C@@H]12	/	32	16	-5	/	/	-7	/	-0.2
CSc1cccc(NC(=O)CCNS(=O)(=O)c2ccc3[nH]c(=O)oc3c2)c1	0	4	0	-1	9	-2	-4	5	-0.5
COc1ccc(S(=O)(=O)n2nc(OC(=O)c3cccs3)cc2NC(=O)c2cccs2)cc1	-2	8	45*	-5	18	-4	-3	4	-0.1
O=C(NCC(=O)N(c1ccccc1)C(C(=O)NC1CCCC1)c1ccncc1)c1ccco1 (centres undefined)	-3	-1	-2	3	18	0	2	5	0.2
CC1CC(C)(C)NC(=S)S1 (centres undefined)	1	-2	3	9	-7	-1	-1	9	-1.6
CCOC(=O)C1=C(c2ccccc2)c2ccccc2OC1C(=O)OCC (centres undefined)	/	44	9	-23	/	/	1	/	0.4
Cc1ccc(S(=O)(=O)ON=C2CCN(S(=O)(=O)c3ccccc3)CC2)cc1	-1	-15	10	0	-1	0	1	5	-0.7
COC(=S)Nc1cccc(C(F)(F)F)c1	-1	0	6	9	-1	-3	-1	8	3.0
CC(=O)N1CCN(S(=O)(=O)c2cccc(C(=O)Nc3ccc(F)c(F)c3)c2)CC1	0	4	-13	7	7	0	-1	-6	0.5
O=C(c1ccco1)N1CCCC(c2nc3c(nnn3Cc3cccc(Cl)c3)c(=O)[nH]2)C1 (centres undefined)	-4	-1	53*	0	17	-1	-3	-3	0.5
CCOc1ccccc1N1CC(C(=O)Nc2cc(Cl)ccc2-n2cncn2)CC1=O (centres undefined)	7	-12	-3	1	-2	5	0	1	-0.7
Cc1ccc2c(c1)CC(C)N2S(=O)(=O)c1nnc(NC(=O)CC(C)C)s1 (centres undefined)	0	22	3	3	16	-7	3	-16	0.0
Cc1cccc(C(=O)NCC(=O)NC2CCC(C)CC2)c1 (centres undefined)	-4	-4	-16	-4	8	6	0	6	1.6
COc1ccc(CCNC(=O)C2CCCN(c3ncccn3)C2)cc1 (centres undefined)	0	0	11	-5	21	5	0	12	-4.1
O=C(O)/C=C\C(=O)NCc1ccccc1	3	9	7	-10	15	2	0	12	-2.1
O=C1C2CC(O)CN2C(=O)N1c1ccccc1 (centres undefined)	0	5	3	-12	17	-1	-1	-20	0.7
CC1CC1C(=O)Nc1nc(-c2ccccn2)cs1 (centres undefined)	0	16	14	0	29	-2	0	7	-2.9
Cc1ccc(NC(=O)Cc2nnc(SCC(=O)Nc3nncs3)n2C)cc1	-1	-10	-1	2	5	0	-2	13	-0.2
Fc1ccc2cnc(CCO[C@H]3CCCCO3)cc2c1	-2	15	17	-9	31	-3	0	3	0.1
CC(C)C[C@H](N)C(=O)N1CCC(C(=O)N[C@H](C(=O)NC(C)c2ccccc2)C(C)C)CC1 (some centres undefined)	-4	-10	-9	0	-7	8	-1	15	0.4
S=C1NCN(C2CCCCC2)CN1CCc1ccccc1	-4	32	25	30	26	-3	-1	2	-1.1
Cc1cc(C)c(S(=O)(=O)N(C)CC(=O)NCc2ccncc2)c(C)c1	-2	3	4	6	11	-1	-4	0	-1.1
S=C(N/N=C/c1ccc2ncccc2c1)Nc1ccccc1	3	37	11	29	22	-2	-9	2	0.2
c1ccc(-c2cc(-c3ccc(N4CCOCC4)cc3)nc3ccccc23)cc1	-1	45	21	24	-4	-4	0	-1	-0.1
COc1cc(/C=C/CN2CCN(CCC(C)C)C(CCO)C2)ccc1O (centres undefined)	-3	8	6	0	14	-3	-2	6	-0.6
C#CCn1c(=NC(=O)c2ccc(Br)s2)sc2cccc(OC)c21	-4	20	25	16	10	-5	-27	-1	2.0
Cc1nn(-c2ccc(C(F)(F)F)cn2)c(C)c1Oc1ccccc1O	0	6	7	-19	15	-5	-7	-16	2.6
COc1cccc(OC)c1C(=O)Nc1nc2ccc([N+](=O)[O-])cc2s1	-3	16	18	35	55*	-2	-3	22	1.0
Fc1ccc(NC(=S)NCc2ccccc2Cl)cc1	-3	27	-3	5	39	-2	-5	4	92*
CCc1cccc2c(C(=O)CN3C(=O)NC4(CCc5ccccc54)C3=O)c[nH]c12 (centres undefined)	1	-4	-15	0	2	-7	-5	-49	2.0
CCOC(=O)/C(=C/c1c[nH]c2ccccc12)NC(C)=O	-3	-6	5	-14	-2	3	1	-14	3.4
CC(O)CNc1nc(NCc2ccccc2)c2cnn(C)c2n1 (centres undefined)	-2	-6	-8	2	5	0	0	-26	-0.9
O=C(CCCn1c(=O)c2sccc2n(Cc2cc(=O)n3ccccc3n2)c1=O)NCc1ccco1	-3	16	5	3	0	-3	0	4	-0.2
CCOC(=O)c1sc2nccc(N(C)C)c2c1N=CN(C)C	-2	-7	-10	0	7	-1	0	-5	-1.8
COc1ccc(CN2C(=O)CCC2(C)C(=O)NC2CCCCC2)c(OC)c1 (centres undefined)	0	22	11	-11	11	-1	2	28	-1.0
CCN(CC)CCNC(=O)Cc1nn(CC)c(=O)c2ccccc12	-1	-8	-14	-3	11	-3	4	13	-2.1
CCOC(=O)c1ccc2c(c1)n(CCO)c(C)[n+]2CC	-5	3	4	4	15	2	0	5	0.8
Cc1cccc(Cl)c1NC(=O)N1CCCN(c2nc3ccc(Cl)cc3s2)CC1	4	42	33	26	-7	-1	1	-33	2.5
CCOC(=O)c1sc(=S)n(C)c1NC(=O)c1ccc(F)cc1	-1	25	31	7	21	-1	0	12	6.8
CCCCOc1ccc(OCCNS(=O)(=O)N(C)C)cc1	-4	19	7	-3	16	-2	0	-4	1.4
CC(=O)Nc1ccccc1-c1nc2ccccc2nc1OCC(=O)c1ccc(Br)cc1	-7	7	6	0	0	-5	1	10	-0.4
Cc1cccc(C)c1N(CC(=O)Nc1cc(Cl)ccc1Oc1ccccc1)S(C)(=O)=O	-1	-1	6	19	-18	-5	-3	16	0.8
Cc1ccc(-n2cccc2/C=C2/C(=N)N3C(=NC2=O)SN=C3S(C)(=O)=O)cc1	-4	19	15	24	14	-3	7	-2	42
CC(=O)Nc1ccc(OCC=C(Cl)Cl)cc1	-3	2	-11	-7	26	-3	4	7	-0.7
CCC(C)NC(=O)CN1c2cccc3cccc(c23)S1(=O)=O (centres undefined)	2	-2	19	1	22	-1	0	-11	0.5
Later entries.
SMILES	APJ agonist	tim23-1 inh	tim10-1 inh	TIM10 inh	NLRP3 yeast inh	beta cell repl	GRIN3A LBD mod	APJ antag	MPTP block
N#CCCN(C(=O)COC(=O)COc1ccc(Cl)cc1)c1ccccc1	-2	14	2	-3	12	1	-3	-6	1.8
Cc1ccccc1C(OCC(O)CN1CCC(C(N)=O)CC1)c1ccccc1 (centres undefined)	-2	8	-14	2	11	0	-1	9	0.1
CC(C)[C@H](NS(=O)(=O)/C=C/c1ccccc1)C(=O)OCC(=O)NC(N)=O	-3	17	3	1	5	-1	0	-20	0.6
COc1ccc(CCNC(=O)c2cc([N+](=O)[O-])ccc2N2CCOCC2)cc1	-8	-5	13	4	13	-4	0	0	-1.3
Cc1ccc(S(=O)(=O)N(C)C)cc1NC(=O)CSc1ncn[nH]1	-5	8	14	7	10	0	-1	8	2.3
CC(CO)Nc1nc(SCc2ccccc2)nc2sc3c(c12)CCC3 (centres undefined)	0	20	8	-12	22	-3	-2	1	7.6
Nc1nc(SCC(=O)Nc2ccc(Cl)cn2)n[nH]1	-1	3	-5	9	10	-2	-1	0	-0.1
O=S(=O)(N[C@H](CO)Cc1ccccc1)c1ccc(Br)cc1F	/	31	7	-5	/	/	0	/	1.3
CC(C)(C)c1cc(C(=O)N/N=C/c2ccccc2O)n(-c2ccccc2)n1	-1	59*	38	59*	23	0	1	-4	3.6
O=C(N/N=C/c1ccncc1)c1ccccc1OCc1ccc(Br)cc1	-2	9	31	33	19	-1	-7	0	5.4
COc1ccc(C(C)=O)cc1COc1cc(C)c(Cl)c(C)c1	-6	-1	2	0	20	-1	2	-6	2.6
O/N=C\c1cccn1-c1ccc(Br)cc1	-1	16	15	12	-13	-4	-1	1	-1.2
CS(=O)(=O)N1CCC(C(=O)Nc2cccc(C(F)(F)F)c2)CC1	6	10	4	12	17	-2	2	-15	-0.6
O=C(O)CCC(=O)NCCn1c(-c2ccccc2)csc1=Nc1ccccc1	4	9	2	0	8	-1	1	18	-1.6&-1.8

Compound profiles, from the list above:
Listed for COc1ccc(C(C)=O)cc1COc1cc(C)c(Cl)c(C)c1 → APJ agonist: -6; tim23-1 inh: -1; tim10-1 inh: 2; TIM10 inh: 0; NLRP3 yeast inh: 20; beta cell repl: -1; GRIN3A LBD mod: 2; APJ antag: -6; MPTP block: 2.6
Listed for CS(=O)(=O)N1CCC(C(=O)Nc2cccc(C(F)(F)F)c2)CC1 → APJ agonist: 6; tim23-1 inh: 10; tim10-1 inh: 4; TIM10 inh: 12; NLRP3 yeast inh: 17; beta cell repl: -2; GRIN3A LBD mod: 2; APJ antag: -15; MPTP block: -0.6
